Bioassay records (PubChem)
GRP78 ERSR act – inducers of ER stress response in human glioma cells; U87-MG GRP78 promoter luciferase reporter, 16 h; Potency, µM, for the others: at the top dose activation, most hits filed as activators; 420,000 tested, 0.02% active; AID 602332; further: potency means the concentration at half of the fitted maximal effect; series mostly up to about 76 µM; % of control where 0% means no effect; nearly all actives have a fitted effect of over 35% in size
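ERSR induction read as luciferase luminescence (Bright-Glo, 10 min at room temperature) in stably transfected human U87-MG glioma cells exposed to compounds for 16 h, using GRP78 as sensor.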
APEX1 inh – APE1 (human) endonuclease inhibition | P27695 | recombinant APE1, TAMRA/BHQ-2 abasic DNA cleavage fluorescence | Potency, µM (titrated, usually from 65.8 µM), for inactives: at the top dose activity change, negative = inhibition, hits mostly inhibitors | 350,000 tested, 0.35% active | AID 2517;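 further: potency means the concentration at half of the fitted maximal effect; plate controls were vehicle for no effect and reference inhibitor for full effect; nearly all actives have a fitted effect of over 55% in size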
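Step 1: APE1 (0.75 nM) with compound, 15 min RT. Step 2: add 50 nM fluorophore/quencher THF duplex. Step 3: three fluorescence reads 60 s apart (525/598 nm); read 3 minus read 1 = reaction progress.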
BLM helicase inh – inhibitors of human Bloom syndrome helicase BLM; P54132; recombinant BLM DNA unwinding, fluorescence dequenching; Potency, µM (highest dose often 56.1 µM), inactives show at the highest dose activity change, negative = inhibition, hits mostly inhibitors; 350,000 tested, 0.2% active; AID 2528;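 further: potency means the concentration at half of the fitted maximal effect; plate controls were vehicle for no effect and no enzyme for full effect; nearly all actives have a fitted effect of over 35% in size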
Pol beta inh – inhibitors of human DNA polymerase beta; P06746; Pol beta primer extension/strand displacement, fluorescence kinetic; Potency, µM (top dose mostly 114 µM), without a hit: at the top dose activity change, negative = inhibition, actives largely listed as inhibitors; 340,000 tested, 1.3% active; AID 485314; further: potency means the concentration at half of the fitted maximal effect; on the % scale 0 is the no-effect control and ±100 the full control effect
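Curves were derived by four-parameter Hill fits of normalized qHTS data. The kinetic fluorescent primer-extension read was taken at 0 and 10 min after 50 nM substrate, following a 15 min room-temperature preincubation of 10 nM enzyme with compounds.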
Pol kappa inh – inhibitors of human DNA polymerase kappa; Q9UBT6; purified Pol kappa, fluorescent DNA synthesis assay, 10 min; Potency, µM (highest dose often 107 µM), inactives show at the top dose activity, negative = inhibition, actives largely listed as inhibitors; 400,000 tested, 0.53% active; further: potency means the concentration at half of the fitted maximal effect; on the % scale 0 is the no-effect control and ±100 the full control effect
Target sequence (Q9UBT6 whole entry, looked up): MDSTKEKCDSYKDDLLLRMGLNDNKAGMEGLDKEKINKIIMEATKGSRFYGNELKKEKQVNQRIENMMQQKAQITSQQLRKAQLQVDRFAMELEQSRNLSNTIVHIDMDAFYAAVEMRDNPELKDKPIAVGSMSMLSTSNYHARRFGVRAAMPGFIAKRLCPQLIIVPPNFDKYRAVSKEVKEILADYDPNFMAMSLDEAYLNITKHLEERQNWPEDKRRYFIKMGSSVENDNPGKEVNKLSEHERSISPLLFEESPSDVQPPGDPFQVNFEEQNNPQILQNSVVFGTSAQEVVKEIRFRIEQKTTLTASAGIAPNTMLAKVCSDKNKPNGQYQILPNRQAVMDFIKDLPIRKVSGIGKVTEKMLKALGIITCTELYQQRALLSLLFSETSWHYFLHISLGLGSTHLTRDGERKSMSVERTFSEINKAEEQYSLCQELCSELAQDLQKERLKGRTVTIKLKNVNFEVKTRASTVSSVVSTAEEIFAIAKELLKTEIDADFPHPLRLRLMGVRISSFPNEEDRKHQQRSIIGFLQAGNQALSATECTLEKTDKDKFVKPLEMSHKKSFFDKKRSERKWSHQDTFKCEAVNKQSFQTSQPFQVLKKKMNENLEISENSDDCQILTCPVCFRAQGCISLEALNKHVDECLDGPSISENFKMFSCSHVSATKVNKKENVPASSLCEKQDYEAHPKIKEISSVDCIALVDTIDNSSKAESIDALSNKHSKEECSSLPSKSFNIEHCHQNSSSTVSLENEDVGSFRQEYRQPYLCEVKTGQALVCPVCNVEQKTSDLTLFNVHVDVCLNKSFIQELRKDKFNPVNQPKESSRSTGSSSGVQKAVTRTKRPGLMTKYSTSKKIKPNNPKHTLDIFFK
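Here, compound and 10 nM enzyme are combined for 15 min at room temperature; adding 50 nM substrate (final) starts DNA synthesis, tracked by fluorescence at 0 and 10 min against buffer-only wells.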
LDHA inh – LDHA (human) enzyme inhibition | P00338 | 480,000 tested, 0.15% active | purified LDHA, NADH/diaphorase-resazurin fluorescence; active compounds read low | AID 1347041 | activity change, % (values are at about 110 or 230 µM); in the data active means activity change below about -30%; inconclusive means mostly about -25% to -30%;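 further: plate controls were DMSO wells for no effect and wells without enzyme for full effect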
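Remaining NADH was detected by diaphorase (0.133 mg/mL) converting 37 µM resazurin to fluorescent resorufin, read at 0 and 20 minutes. The preceding 5-minute room-temperature reaction used 2 nM LDHA, 0.2 mM sodium pyruvate and 0.06 mM NADH at pH 7.4.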
Pol eta inh – DNA polymerase eta (human) inhibition; AID 588591; recombinant Pol eta, fluorescent DNA replication assay; 390,000 tested, 1.2% active; Q9Y253; Potency, µM (titrated, usually from 114 µM), without a hit: top-dose activity change, negative = inhibition, hits mostly inhibitors; further: potency means the concentration at half of the fitted maximal effect; on the % scale 0 is the no-effect control and ±100 the full control effect
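Pol eta (10 nM) was preincubated with compounds for 15 min at room temperature, after which fluorescent replication substrate (50 nM final) was added to start the reaction. Fluorescence was read kinetically at 0 and 10 min.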
Apoferritin bind – binds horse apoferritin like a general anesthetic; apoferritin/1-aminoanthracene competitive binding, fluorescence; P02791; AID 485281; Potency, µM (doses to about 77.5 µM), inactives show top-dose activity change, negative = displacement, most hits filed as inhibitors; 350,000 tested, 0.074% active; further: potency means the concentration at half of the fitted maximal effect; on the % scale 0 is the no-effect control and ±100 the full control effect; nearly all actives have a fitted effect of over 20% in size
Target sequence (P02791 2-175 limits assumed): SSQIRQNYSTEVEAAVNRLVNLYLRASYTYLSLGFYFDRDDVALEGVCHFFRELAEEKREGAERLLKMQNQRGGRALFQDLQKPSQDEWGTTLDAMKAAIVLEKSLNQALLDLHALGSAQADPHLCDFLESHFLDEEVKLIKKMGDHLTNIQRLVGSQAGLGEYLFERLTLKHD
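Apoferritin-based anesthetic binding model; compound displacement of fluorescent 1-AMA measured as endpoint fluorescence after 10 minutes at room temperature, scaled to free-ligand and complex controls.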
POLI inh – inhibitors of human DNA polymerase iota | Q9UNA4 | Pol iota fluorescent replication assay, 10 min | Potency, µM (series often up to 115 µM), for the others: at the top dose activity, negative = inhibition, hits mostly inhibitors | 390,000 tested, 1% active | AID 588590; further: potency means the concentration at half of the fitted maximal effect
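Pol iota at 10 nM preincubated 15 min with compounds at room temperature; reaction started with fluorescent substrate, 50 nM final. Fluorescence read kinetically at 0 and 10 min; buffer-only wells as negative control.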
An asterisk follows results filed as active; ? = inconclusive; / = no result given; & = joins results of further samples; [ ] = another dose, or the depositor's remark. Unless noted, the call rests on the fitted dose curve; in most records, active means well fitted curve in the direction sought with a large enough effect; inconclusive means small, poorly fitted or top-dose-only effect, or another doubt; inactive means no such curve, though single readings can be large; an effect the other way counts as inactive or inconclusive. An excerpt; count on the stated rates, not on these rows.

SMILES | GRP78 ERSR act | APEX1 inh | BLM helicase inh | Pol beta inh | Pol kappa inh | LDHA inh | Pol eta inh | Apoferritin bind | POLI inh
O=C(NCC(=O)N1CC(O)CC1C(=O)N1CCCC1C(=O)OCc1ccccc1)OCc1ccccc1 (centres undefined) | -5% | -4% | -2% | 8% | -5% | -18 | -10% | -2% | 25%
O=C(NCc1ccc(F)cc1)C1CCCN(S(=O)(=O)c2ccc(Br)s2)C1 (centres undefined) | -6% | 28% | -10% | 19% | 0% | -5 | -22% | 7% | 28%
CC(C)(C)c1nnc2sc(SCC(=O)c3ccccc3)nn2c1=O | ? | 8% | -1% | -1% | 2% | -4 | -10% | 8% | 5%
COc1ccccc1S(=O)(=O)Cc1ccc(C(=O)NCCCN2CCN(c3ccc(F)cc3)CC2)o1 | -1% | -1% | 1% | 20% | -2% | -8 | 12% | -3% | 7%
O=C(CCNC(=O)c1ccccc1Cl)Nc1nnc(C2CC2)s1 | -1% | -2% | 0% | -2% | -11% | -4 | -4% | -9% | 92%[activator]
Cc1ccc(OCC(=O)NCCNC(=O)c2cnccn2)cc1 | -7% | -5% | -3% | 5% | -1% | -12 | -7% | -7% | 7%
COc1ccc2cc(C(N)=O)/c(=N\NC(=O)c3ccccc3)oc2c1 | -11% | -7% | -6% | 1% | -16% | -17 | 0% | 9% | -13%
O=C(NN1CCOCC1)C12CC3CC(CC(C3)C1)C2 | -6% | 17% | 0% | 28% | 9% | -2 | -10% | -13% | 13%
CCc1cc(=O)oc2c(C)c(OC(C)C(=O)NCCCn3ccnc3)ccc12 (centres undefined) | -1% | 4% | 1% | 17% | 4% | 0 | -3% | -1% | 18%
CN1C(=O)C2(Oc3ccccc3C3CC(c4ccccc4)=NN32)c2ccccc21 (centres undefined) | -4% | -4% | -15% | 34% | -9% | 14 | ? | ? | 18%
O=C(Nc1nnc(Cc2ccc(Cl)cc2)s1)c1cccnc1 | -2% | 5% | -8% | 22µM* | -1% | 1 | -11% | -17% | -14%
O=C(c1ccc(S(=O)(=O)N2CCCCCC2)cc1)N1CCN(c2ccccn2)CC1 | -3% | 3% | -1% | -3% | -1% | -4 | 8% | -14% | 9%
c1ccc(-c2nc3c4ccccc4ccn3c2CN2CCCCC2)cc1 | -4% | -4% | -1% | 2% | -10% | -3 | -13% | -14% | 21%
COc1ccc(NC(=O)C2CC(=O)n3ncnc3N2)cc1 (centres undefined) | -4% | 12% | -2% | 27% | 0% | -6 | -1% | -1% | -5%[58.9 µM]
CCN(CC(=O)Nc1ccc(NC(C)=O)cc1)C(=O)c1ccc2c(c1)S(=O)(=O)N=C1CCCCCN12 | -5% | -9% | / | / | 4% | -2 | -25% | / | -7%
COc1ccc(OC)c(Nc2nc3nonc3nc2N2CCCC(C)C2)c1 (centres undefined) | -3% | 5% | 3% | 32% | -4% | 3 | -7% | -10% | 7%
CC1CCCCC1NC(=O)CN1C(=O)NC(C)(c2cc(F)ccc2F)C1=O (centres undefined) | -3% | 15% | / | / | 5% | 1 | -7% | / | 23%
CCCCOc1ccc(CSc2nnc(C)n2N)cc1[N+](=O)[O-] | 3% | 3% | -3% | -2% | -2% | -8 | -14% | -7% | 39%[activator]
Cc1nc(NNC(=O)c2ccc([N+](=O)[O-])cc2)cc(-c2ccccc2)n1 | 2% | 3% | 1% | 1% | 4% | 2 | -19% | -13% | 39%[activator]
O=C1/C(=C/c2ccco2)SC(=S)N1CCC(=O)N1CCCCC1CCO (centres undefined) | -3% | -14% | -15% | ? | 11% | 8 | 22µM* | -8% | 15%
CCOC(=O)c1[nH]c2ccc(OC)cc2c1NS(=O)(=O)c1ccc(Cl)s1 | -5% | -5% | -9% | 35% | -6% | -2 | -21% | 2% | 122%[activator]
O=C1OCC2OC(O)C(O)C(O)C2OC(=O)c2cc(O)c(O)c(O)c2-c2c(O)c(O)c3oc(=O)c4c(c(O)c(O)c5oc(=O)c2c3c54)-c2c1cc(O)c(O)c2O (centres undefined) | / | 0.035µM* | 0.71µM* | 0.16µM* | / | / | / | -5% | /
CC(c1ccco1)N(C(=O)COc1ccccc1[N+](=O)[O-])c1ccccn1 (centres undefined) | 4% | -3% | 3% | 22% | 1% | -3 | -22% | -17% | 18%
COCCN1Cc2cccc(C(=O)Nc3cccc(C)c3C)c2C1=O | -8% | 7% | 0% | 8% | 0% | -4&9 | -13% | -21% | 38%[activator]
Cn1c(N)c(C(=O)COC(=O)C2(c3ccc(Cl)cc3)CCCC2)c(=O)n(C)c1=O | -3% | -2% | -5% | 0% | -3% | 2 | -23% | -11% | ?

Four entries from above, reformatted:
| SMILES | GRP78 ERSR act | APEX1 inh | BLM helicase inh | Pol beta inh | Pol kappa inh | LDHA inh | Pol eta inh | Apoferritin bind | POLI inh |
| --- | --- | --- | --- | --- | --- | --- | --- | --- | --- |
| COc1ccccc1S(=O)(=O)Cc1ccc(C(=O)NCCCN2CCN(c3ccc(F)cc3)CC2)o1 | -1% | -1% | 1% | 20% | -2% | -8 | 12% | -3% | 7% |
| O=C(CCNC(=O)c1ccccc1Cl)Nc1nnc(C2CC2)s1 | -1% | -2% | 0% | -2% | -11% | -4 | -4% | -9% | 92%[activator] |
| Cc1ccc(OCC(=O)NCCNC(=O)c2cnccn2)cc1 | -7% | -5% | -3% | 5% | -1% | -12 | -7% | -7% | 7% |
| COc1ccc2cc(C(N)=O)/c(=N\NC(=O)c3ccccc3)oc2c1 | -11% | -7% | -6% | 1% | -16% | -17 | 0% | 9% | -13% |

Next section.
SMILES | GRP78 ERSR act | APEX1 inh | BLM helicase inh | Pol beta inh | Pol kappa inh | LDHA inh | Pol eta inh | Apoferritin bind | POLI inh
O=[N+]([O-])c1cccc(-c2ccc3nnc(SCc4ccccn4)n3n2)c1 | -4% | -4% | -4% | ? | 4% | -5 | -36% | -7% | 17%
N#C/C(=C\C=C\c1ccccc1[N+](=O)[O-])c1nc(-c2ccc3c(c2)OCO3)cs1 | -5% | 2% | -1% | 6% | -12%[60.1 µM] | -4 | 11% | 6% | -1%
COc1ccc(Cc2nnc(SCC(=O)c3ccccc3)o2)cc1 | -2% | -2% | -8% | 7% | 2% | -2 | -17% | ? | 8%
O=S(=O)(c1ccc(=S)[nH]c1)N1CCCCC1 | -4% | -1% | / | / | -11% | -13 | -6% | / | -23%
CCc1ccc2c(c1)C1(SC(NC(C)=O)=NN1C(C)=O)C(=O)N2C(C)C (centres undefined) | -2% | 1% | -4% | 3% | -2% | -6 | 1% | -7% | 16%
COc1ccc(C(=O)OCCNC(=O)c2c(Cl)nc3ccccn23)cc1 | -4% | 0% | 4% | 20% | 1% | -7 | 1% | -13% | 4%
Cc1ccc(S(=O)(=O)NC(CC(C)C)C(=O)Oc2ccc3c4c(c(=O)oc3c2)CCC4)cc1 (centres undefined) | -3% | 0% | -6% | 1% | -11% | -12 | -11% | -10% | -15%
C=C(C)Cc1c(C)nc(-c2ccccc2)[nH]c1=O | -4% | -2% | -12% | 16% | -4% | -5 | -1% | 1% | 11%
CC(Oc1ccccc1F)c1nnc(SCC(=O)c2c(N)n(C3CC3)c(=O)[nH]c2=O)o1 (centres undefined) | -3% | -6% | / | / | -16% | -12 | -12% | / | 5%
CC(C)(C)c1ccc(-c2nc3cc(N)ccc3o2)cc1 | -6% | 3% | -4% | -1% | -15% | 1&4 | -9% | -6% | 10%
CCOc1ccc(OCCOCCOc2c(Cl)cccc2Cl)cc1 | 0% | / | / | / | -15% | 6 | -16% | / | 13%
CCOc1ccc(C2CC(=O)NC(SCC(=O)OC)=C2C#N)cc1 (centres undefined) | -1% | -1% | -3% | 39% | 0% | 0 | -20% | -6% | 30%[activator]
COc1cc(/C=C2\SC(N3CCCCC3)=NC2=O)cc(OC)c1OC | -1% | -6% | -6% | 12% | -2% | -3 | -16% | 6% | 41%[activator]
COc1ccc(C(=O)COC(=O)c2ccc(Cl)nc2)c(OC)c1 | 0% | -31% | / | / | -26% | -1 | ? | / | 40µM*
O=S(=O)(c1ccccc1)N1CCN=C1SCc1ccc(Cl)cc1 | -3% | 13% | -22% | 6% | -9% | 0 | -16% | -6% | 7%
CCC(=O)N(Cc1cc2cc(OC)ccc2[nH]c1=O)c1ccccc1C | -3% | -1% | 2% | 14% | 1% | -3 | 0% | -5% | 8%
C=C1Nc2ccccc2C(=O)N1c1ccc(C(=O)N2CCN(C(=O)c3ccco3)CC2)cc1 | -2% | / | / | / | 3% | -1 | / | / | 25%
Cc1csc2nc(CNC(=O)c3cccc(C(F)(F)F)c3)cn12 | 0% | 5% | -1% | 0% | -2% | -5 | -2% | -9% | -14%
CCC(C)C1NC(=O)C(Cc2ccc(O)cc2)NC(=O)C(N)CSSCC(C(=O)N2CCCC2C(=O)NC(CC(C)C)C(=O)NCC(N)=O)NC(=O)C(CC(N)=O)NC(=O)C(CCC(N)=O)NC1=O (centres undefined) | -3%&4% | 18% | 0%&2% | / | 6%[19.4 µM] | / | / | -1% | /
COC(=O)[C@@]12CCCN1[C@H](c1ccc(-c3ccc(F)cc3)c(OC)c1)[C@H]1C(=O)N(C)C(=O)[C@H]12 | -1% | -4% | / | / | -8% | 0 | -13% | / | ?
Cc1ccc(N(CCC#N)C(=O)CSc2nc3ccccc3c(=O)[nH]2)cc1 | -3% | ? | / | / | 4% | 0 | -2% | / | -2%
COc1ccc(CCNC(=O)c2nnn(CC(=O)Nc3cccc(F)c3)c2N)cc1OC | -5% | -2% | -30% | ? | ? | -7 | ? | -21% | 50%[activator]
O=C(CNC1CCCC1)Nc1cc(Cl)ccc1[N+](=O)[O-] | 7% | 4% | -4% | 8% | -2% | -15 | -18% | 3% | 14%
COc1ccc(CCN=C(N)NS(=O)(=O)c2ccc(OC)c(OC)c2)cc1OC | -6% | -12% | -7% | 9% | -7% | -6 | -3% | -3% | 16%
CCCCN(Cc1cc2cc(C)ccc2[nH]c1=O)C(=O)c1cccc(Cl)c1 | -3% | / | 0% | 21% | 9% | 3 | -16% | ? | 21%
